XBP1 UPR activ – adaptive UPR (XBP1) activation; CHO-XBP1 luciferase reporter, IRE1-XBP1 UPR activation, luminescence; percent of tunicamycin response, DMSO as zero; 330,000 compounds, 0.33% hits; activation, % at 20 µM; AID 463104;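 active = versus positive control, 20 µM dose yields 30% or more activation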;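 note: 100% = tunicamycin at 10 µg/mL and 0% = DMSO only wells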
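assay system = CHO-XBP1 luciferase reporter cells | amount = 1000 cells/well | buffer or medium = F12 plus 10% FBS | compound dosing = single point, 20 µM final compound, 1% DMSO | incubation = 16-18 h cell attachment at 37 °C, then 6 h compound exposure | detection = Steady-Glo luminescence read | controls = tunicamycin 10 µg/mL and vehicle-only wells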
tim23-1 inh – inhibits growth of tim23-1 mutant yeast; S. cerevisiae tim23-1 growth, BacTiter-Glo luminescence, 24 h; inhibition, % at 20 µM; 330,000 compounds, 1.3% hits;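 active = growth inhibition of the mutant yeast at or above 50%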;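 note: temperature-sensitive mutant grown at 25 °C; plate controls were DMSO-treated mutant yeast for no effect and medium wells lacking yeast for full effect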
APJ antagonist – APJ receptor antagonism; P35414; CHO-K1 APJ beta-arrestin complementation, luminescence; inhibition, % at 20 µM; 330,000 compounds, 0.32% hits; AID 2521;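 active = inhibition above about 40% at 20 µM, limit read from the data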;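 note: cells challenged with 10 nM apelin-13 agonist together with compound; plate controls were apelin-13 plus DMSO wells for no effect and DMSO wells lacking apelin-13 for full effect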
APJ ag – activates the human apelin receptor APJ. P35414. CHO-K1 APJ PathHunter beta-arrestin, luminescence; 0% DMSO wells, 100% apelin. activation, % at 20 µM. 330,000 compounds, 0.11% hits;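 active = activation more than six SD over the plate average, tested at 20 µM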;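 note: 0% = DMSO alone and 100% = apelin-13 at 10 nM; some results filed as inactive read as strong as hits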
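system = engineered CHO-K1 APJ arrestin reporter cells | input = 1000 cells per well | timing = overnight seeding, 90 min compound at 25 °C, 1 h detection | measured by = enzyme-fragment complementation luminescence | read-out = beta-arrestin recruitment to APJ as agonist activity, luminescent signal | control set = negative DMSO alone, positive Apelin-13 at 10 nM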
Jurkat NFkB inh – lowers PMA/ionomycin-induced NF-kB signal in Jurkat cells. 330,000 compounds, 0.53% hits. PMA/ionomycin-induced NF-kB luciferase reporter, luminescence. inhibition, % at 4 µM; in the data active = inhibition above about 50%
Mdm2 MdmX PPI – human Mdm2/MdmX binding inhibition; 330,000 compounds, 3% hits; O15151+Q00987; AID 485346; SaOS-2 split-luciferase Mdm2/MdmX complementation, luminescence; inhibition, % at 8 µM;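 active = inhibition of at least 50% at 8 µM in the primary screen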
Target sequence (O15151 whole entry, looked up): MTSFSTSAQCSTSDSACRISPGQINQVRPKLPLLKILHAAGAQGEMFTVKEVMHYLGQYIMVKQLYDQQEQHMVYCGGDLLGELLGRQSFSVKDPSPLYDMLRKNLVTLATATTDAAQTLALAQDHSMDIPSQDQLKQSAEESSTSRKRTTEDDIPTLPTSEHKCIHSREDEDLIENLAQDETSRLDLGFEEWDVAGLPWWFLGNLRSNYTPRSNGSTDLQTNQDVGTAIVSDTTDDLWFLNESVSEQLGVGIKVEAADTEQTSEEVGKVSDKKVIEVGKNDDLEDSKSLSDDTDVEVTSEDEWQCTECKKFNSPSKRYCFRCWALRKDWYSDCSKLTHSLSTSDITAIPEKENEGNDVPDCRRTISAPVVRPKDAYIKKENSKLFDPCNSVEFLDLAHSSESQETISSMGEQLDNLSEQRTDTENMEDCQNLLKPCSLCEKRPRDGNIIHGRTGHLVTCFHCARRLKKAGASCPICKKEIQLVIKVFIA
Target sequence (Q00987 whole entry, looked up): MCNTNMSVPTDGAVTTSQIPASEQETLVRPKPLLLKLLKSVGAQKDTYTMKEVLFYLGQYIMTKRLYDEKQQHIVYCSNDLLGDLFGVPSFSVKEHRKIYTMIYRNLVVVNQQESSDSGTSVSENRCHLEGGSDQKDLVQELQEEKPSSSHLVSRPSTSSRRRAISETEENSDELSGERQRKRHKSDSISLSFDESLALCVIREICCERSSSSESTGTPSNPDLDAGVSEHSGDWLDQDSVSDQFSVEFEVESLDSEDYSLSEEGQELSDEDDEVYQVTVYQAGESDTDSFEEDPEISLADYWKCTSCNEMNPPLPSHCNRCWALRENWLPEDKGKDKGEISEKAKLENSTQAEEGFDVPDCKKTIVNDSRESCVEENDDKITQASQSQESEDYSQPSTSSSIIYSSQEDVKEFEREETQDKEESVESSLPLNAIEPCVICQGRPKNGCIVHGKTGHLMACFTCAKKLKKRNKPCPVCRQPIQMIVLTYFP
UPR CHOP act – activators of apoptotic arm of unfolded protein response (CHOP); CHO-CHOP luciferase reporter, UPR activation, luminescence; percent of tunicamycin response over DMSO baseline; activation, % at 10 µM; 330,000 compounds, 0.34% hits;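 active = at 10 µM dose, activation of 40% or more, normalized to positive control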;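 note: 100% = tunicamycin at 10 µg/mL and 0% = DMSO alone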
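Assay system: CHO-CHOP cells, stable luciferase reporter of PERK-eIF2a-CHOP signalling / Buffer or medium: F12 plus 10% serum / Compound dosing: one dose, 10 µM in 0.5% DMSO / Times: 6 h compound treatment, 37 °C / Technique: luciferase luminescence / Read-out: % reporter activation, DMSO baseline versus tunicamycin full activation / Benchmarks: tunicamycin and DMSO controls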
697 NFkB inh – inhibitors of the PMA/ionomycin-induced NF-kB reporter in 697 B cells; 697 B-cell NF-kB luciferase reporter, 16 h; inhibition, % at 4 µM; 330,000 compounds, 0.33% hits; in the data active = inhibition above about 35%
The depositor's hits bear a star; . = not tested or not shown. No enrichment for hits; any-hit rate near 5%.

Molecule,XBP1 UPR activ,tim23-1 inh,APJ antagonist,APJ ag,Jurkat NFkB inh,Mdm2 MdmX PPI,UPR CHOP act,697 NFkB inh
CSc1ccc(NC(=O)N2CCC(C(=O)c3ccc(F)cc3)CC2)cc1,-1,27,2,-3,1,21,2.8,3
Cc1ccc(S(=O)(=O)N2CCCc3ccccc32)cc1C,-2,6,14,-3,-14,25,-0.9,-8
COc1cc2c(cc1OC)C(C)N(C(=O)CCNC(=O)c1ccccc1)CC2 (stereo not given),-4,3,8,-5,-3,24,-1.4,6
Nc1c(-c2ccc(Cl)cc2)nnn1-c1ccccc1,2,7,19,-2,-73,-29,4.0,-78
COCc1cc(SC2CCCCC2)nc(C)n1,3,16,-2,-3,-18,2,1.6,-19
COc1ccc(CNC(=O)C2CCN(C(=O)[C@@H]3Cc4ccccc4CN3)CC2)cc1,-6,3,-7,-3,1,8,1.0,-7
O=C1OCC(Cn2c3ccccc3c3ccccc32)O1 (stereo not given),-1,11,-3,-3,-11,-17,-3.2,-6
CNCCCOc1ccc(Cl)cc1C(C)(C)C,0,21,-17,-5,-14,42,-0.8,-20
O=c1c(-c2cnn(-c3ccccc3)c2)coc2cc(O)ccc12,2,-14,-10,0,-35,-109,5.5,-109
O=C(COC(=O)c1cc(C(F)(F)F)cc(C(F)(F)F)c1)NCc1ccc(Cl)cc1,4,4,4,-4,12,9,0.3,1
Cc1ccc(C)c(S(=O)(=O)N2CCNCC2)c1,6,0,14,-3,7,2,-0.3,20
COc1ccc(C(=O)COC(=O)c2cnc(C)cn2)c(OC)c1,-2,12,-2,6,10,8,2.8,14
Cc1nc(CSc2nnc(C)s2)cs1,0,5,8,2,-3,-10,-0.3,0
COc1ccc(OC)c(NC(=O)CS(=O)(=O)Cc2nc(-c3ccccc3C)oc2C)c1,-2,17,17,7,11,21,1.9,5
COc1ccc(S(=O)(=O)N2C3CCC2CC(NC(=O)C2CC2)C3)cc1 (stereo not given),-1,-6,6,-6,11,31,2.1,22
CC1(C)CC(=O)C=C(c2cccc(Cl)c2O)C1,-1,59*,4,-7,0,-18,1.4,1
COc1ccc(Nc2nc3c(C)cccc3cc2C#N)c(OC)c1,0,4,-12,11,-1,31,0.0,-3
Cc1ccc(-c2cc(C(=O)Nc3c(C)n(C)n(-c4ccccc4)c3=O)[nH]n2)c(O)c1C,-3,19,21,-2,3,6,-0.8,4
CC(=O)N1CCC2(CC1)CC(=O)c1cc(OCC(=O)N3CCOCC3)ccc1O2,-1,23,-7,-4,-16,-33,-0.5,9
C=CCNc1nc(-c2ccccc2)nc(-n2ccnc2)n1,6,27,16,-1,2,18,-0.3,13
CCNC(=S)NS(=O)(=O)c1ccc(CC)cc1,-2,-9,22,-6,5,13,-3.0,17
O=C(NCC1CCCO1)c1cccc(S(=O)(=O)NCc2ccccc2)c1 (stereo not given),-1,8,16,-6,-7,10,-2.3,3
COc1cc(/C=C2\SC(N3CCc4ccccc4C3)=NC2=O)cc(OC)c1OC,7,33,1,-6,6,48,1.2,29
O=C(COC(=O)c1cc(Br)ccc1Cl)NC1CCCC1,0,8,25,1,0,19,3.3,9
CCCCN(CCCNC(=O)CN1C(=O)COc2ccccc21)c1ccccc1,-2,39,10,-3,7,0,0.5,-8
Cc1ccc(Cn2ccnc2C(=O)Nc2ccccc2)cc1,-2,15,-11,-2,-80,-121,3.8,-104
O=C1C=C(Nc2ccccc2C(=O)O)c2ccccc2C1=O,0,24,-50,5,9,-14,2.9,3
COc1ccccc1NC(=O)COC(=O)Cc1ccc(S(=O)(=O)N2CCCCC2)s1,-1,23,11,0,-6,-2,-1.3,6
COc1cc(NC(=O)C2CCCCC2)c(OC)cc1NC(=O)CCC(=O)NCc1ccco1,1,2,10,2,-4,18,2.6,3
Cc1ccc(COc2cccc3c2CCN(Cc2ccc(F)cc2)C3=O)cc1,-3,14,11,-2,27,21,-0.4,6
COc1ccc(NC(=O)CNS(=O)(=O)c2ccc(Cl)cc2)cc1OC,4,5,-10,-4,4,10,1.4,29
CC(C)(C)NC(=O)C(c1cccs1)N(C(=O)C(=O)NC1CCCC1)c1ccccc1F (stereo not given),5,7,-11,-3,-7,19,2.4,7
Cc1cc(C)nc(Sc2nc(Cl)nc(N(c3ccccc3)c3ccccc3)n2)n1,8,39,2,0,0,39,2.4,-21
Cc1sc2ncnc(SCC(=O)NC3CC3)c2c1C,0,32,-1,0,-9,-6,-0.3,-1
CN(c1ccccc1C(=O)O)S(=O)(=O)c1ccc2[nH]c(=O)[nH]c2c1,-1,12,13,-1,-6,9,0.9,2
Cc1ccc(NC(=O)CN(C)C(=O)COC(=O)c2nccnc2N)cc1,1,15,-6,3,-9,-12,3.5,-3
COc1cc(NC(=O)c2ccccc2[N+](=O)[O-])c(C(=O)O)cc1OC,-4,3,-8,2,2,-34,-1.4,4
CN(C)S(=O)(=O)Nc1ccccn1,-4,-1,-12,1,-17,8,-1.0,4
CC(C)CN(C(=O)Cn1c(=O)cnc2ccccc21)C1CCS(=O)(=O)C1 (stereo not given),-2,-4,19,-2,2,3,0.7,10
O=C(c1cccs1)N1CCc2c([nH]c3ccccc23)C1c1ccccn1 (stereo not given),2,18,2,-3,6,11,0.6,17
O=C(/C=C/c1ccccc1)NC(=S)Nc1ccccc1O,-3,36,4,-4,-66,26,3.8,-15
C=C1C(C(=O)Nc2cccc(OC)c2)C1C(=O)Nc1cccc(OC)c1 (stereo not given),-2,-7,-13,-2,-12,2,-1.4,8
NC(=Nc1ccc(Br)cc1)c1ccccc1,-2,-5,-20,-2,-42,0,5.2,-22
CCOC(=O)CSc1nnc2c3ccccc3n(CC)c2n1,1,30,17,-3,17,0,1.4,20
Cc1sc2ncn(CC(=O)N3CCN(c4ccccn4)CC3)c(=O)c2c1S(=O)(=O)N1CCCCC1,-2,9,16,-1,3,10,-0.1,4
Cc1nnc(NC2=NCCC2)o1,-1,5,-3,-1,-16,-8,-1.7,-5
CCN(CC(=O)NCc1cccs1)C(=O)c1cc(=O)[nH]c2ccccc12,0,-9,8,-2,13,28,-0.8,2
Cc1cc(C(=O)CN2C(=O)NC(CCS(C)(=O)=O)C2=O)c(C)n1C1CC1 (stereo not given),-1,16,-9,1,-7,-18,4.7,3
CN1CCc2ccccc2Cc2[nH]c3ccccc3c2CC1,-6,5,3,-5,-1,13,1.8,4
Cc1cc(C)cc(NC(=O)Nc2c(Br)cnn2C)c1,-4,27,-12,-2,-10,3,-2.6,11

Arranged by molecular weight (lowest first): some entries from above.
Molecule,XBP1 UPR activ,tim23-1 inh,APJ antagonist,APJ ag,Jurkat NFkB inh,Mdm2 MdmX PPI,UPR CHOP act,697 NFkB inh
O=C(/C=C/c1ccccc1)NC(=S)Nc1ccccc1O,-3,36,4,-4,-66,26,3.8,-15
CCOC(=O)CSc1nnc2c3ccccc3n(CC)c2n1,1,30,17,-3,17,0,1.4,20
Cc1cc(C(=O)CN2C(=O)NC(CCS(C)(=O)=O)C2=O)c(C)n1C1CC1 (stereo not given),-1,16,-9,1,-7,-18,4.7,3

Next part:
Molecule,XBP1 UPR activ,tim23-1 inh,APJ antagonist,APJ ag,Jurkat NFkB inh,Mdm2 MdmX PPI,UPR CHOP act,697 NFkB inh
O=C(CCc1ccccc1)NC1CCS(=O)(=O)C1 (stereo not given),0,14,-3,0,-24,2,-0.8,-2
O=C(Nc1ccccc1)[C@@H]1[C@@H]2C(=O)N(c3ccc(F)cc3)C(=O)[C@@H]2[C@H]2C=CC=NN21,0,19,-2,-1,-1,-23,3.0,-4
CC(=O)Nc1ccc(S(=O)(=O)NNC(=O)CCC(=O)Nc2cc(C)ccc2C)cc1,-2,9,-5,-3,0,15,-3.6,29
CCSc1nc2c(c(=O)[nH]c(=O)n2C)n1Cc1ccc(Cl)cc1,7,2,-20,-3,-6,34,0.9,-5
Cc1ccccc1NC(=O)C1CCN(S(=O)(=O)c2ccc3c(c2)NC(=O)C(C)S3)CC1 (stereo not given),-7,2,4,-3,0,15,2.6,13
CCNC(=S)N/N=C/c1cc(C)ccc1C,-1,20,-6,.,0,-3,2.0,-13
NC(=O)C1CCN(C(=O)CCCCCn2c(=O)[nH]c3ccsc3c2=O)CC1,-1,0,11,-5,-5,-2,-1.5,-4
CCCCN1C(=O)C(=O)N(CC(=O)c2cc(C)n(C3CC3)c2C)C1=O,-1,13,-12,4,-3,-52,-0.8,-22
CCOc1ccccc1N(C)C(=O)c1ccc2c(=O)n3c(nc2c1)CCCCC3,5,5,21,-5,-7,13,3.0,-16
CC(=O)OCCCN1C(=O)c2ccc(Br)cc2C1=O,0,3,7,-4,18,6,0.8,6
COc1ccc(NC(=O)CSc2nnc(C)s2)cc1S(=O)(=O)N1CCOCC1,1,15,0,-1,-5,-4,0.8,-1
C=CCc1cc(C)ccc1OCCOCCC(C(=O)OCC)C(=O)OCC,-2,9,-13,-3,-9,7,0.0,4
CCC(=O)Nc1nnc(SCC(=O)Nc2ccc3c(c2)OCCO3)s1,-4,5,2,2,-16,11,-1.0,9
O=C(Cn1nnc(-c2ccc(CN3CCOCC3)cc2)n1)NC1CCCCC1,-1,8,20,0,-9,8,0.5,-11
CCN1C(=O)N[C@H](c2ccc(Br)cc2)C(C(=O)OC)=C1C,1,13,15,5,10,13,0.2,7
COc1ccc(S(=O)(=O)NC(N)=NCCc2ccccc2)cc1,-2,4,-11,-3,-11,12,-1.3,5
CC1(C)Cc2ccccc2-c2nc3n(c(=O)c21)CCCS3,-3,51*,13,-2,14,26,-0.8,1

Source: PubChem BioAssay (Sanford-Burnham Center for Chemical Genomics)
